PhoP GFP inhibition: PhoP regulon inhibitors, Salmonella typhi PhoP promoter GFP reporter, confirmatory (AID 1850) | Salmonella Typhi PhoP-promoter GFP reporter, fluorescence, 4 h; higher % means a stronger effect | inhibition, % at 50 µM; hits with a dose series show IC50 in µM | hit rate 0.33% among 310,000; in the data active means a potency from the dose series; inconclusive means inhibition mostly from about 25% at the one dose, without a potency; inactive means the rest, 99 in 100 with inhibition below about 19%;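 further: 0% = induced wells with vehicle and 100% = uninduced wells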
tuberculosis growth: growth inhibition of non-replicating M. tuberculosis (AID 488890); one-dose inhibition, % at 25 µM; IC50 in µM for titrated hits; Mycobacterium tuberculosis non-replicating, growth inhibition; higher % means a stronger effect; hit rate 0.39% among 320,000; in the data active means a potency from the dose series; inconclusive means inhibition mostly from about 82% at the one dose, without a potency; inactive means the rest, 99 in 100 with inhibition below about 76%;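 further: plate controls were DMSO cells for no effect and high antibiotic wells for full effect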
influenza NS1A: H1N1 influenza NS1A inhibitors, functional cell based assay (AID 504329). NS1A functional cell-based assay, percent inhibition; higher % means a stronger effect. inhibition, % at 12.5 µM; hits with a dose series show IC50 in µM. hit rate 0.3% among 340,000; in the data active means a potency from the dose series; inconclusive means inhibition above about 27% without an active follow-up result; further: strong numbers were not always called active
H37Rv inhibition: M. tuberculosis growth inhibition, HTS (AID 449762) | M. tuberculosis H37Rv growth inhibition, 7H9 media; higher % means a stronger effect | inhibition, % at 25 µM; hits with a dose series show IC50 in µM | hit rate 0.59% among 330,000; in the data active means a potency from the dose series; inconclusive means inhibition above about 70% without an active follow-up result;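 further: bacterial growth assessed after seven days of incubation; strong numbers were not always called active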
VEEV TC-83 Vero: inhibitors of VEEV TC-83 cytopathic effect, confirmation, Vero cells (AID 588727); inhibition, % at 20 µM, or IC50 in µM where a hit was titrated; Vero cells, VEEV TC-83 cytopathic effect inhibition; higher % means a stronger effect; hit rate 0.13% among 350,000; in the data active means a potency from the dose series; inconclusive means inhibition mostly from about 14% at the one dose, without a potency; inactive means the rest, 99 in 100 with inhibition below about 12%; further: strong numbers were not always called active
VEEV TC-83 Vero 10K pilot screen: second read-out of VEEV TC-83 Vero, no call of its own (marks repeat the call); inhibition, %; measured here: 10K pilot screen inhibition
* hit, by the source's call; i = inactive; ? = inconclusive; · = not tested or not shown.

SMILES	PhoP GFP inhibition	tuberculosis growth	influenza NS1A	H37Rv inhibition	VEEV TC-83 Vero	others
CCN(C[C@H]1N[C@@](Cc2ccccc2)(C(=O)OC)[C@H]2C(=O)N(Cc3ccccc3)C(=O)[C@@H]12)C(=O)Nc1ccc(C)cc1	·	75%	1%	0%	i
N[C@@H](Cc1cc(I)c(Oc2cc(I)c(O)c(I)c2)c(I)c1)C(=O)O	-10%	-7%	·	4%	·
COc1ccc(CCNCC(=O)Nc2ccc(C)c(S(=O)(=O)N(C)C)c2)cc1	-29%	2%	6%	2%	i
N#Cc1ccsc1NC(=O)CN1CCCCC1	1%	-30%	5%	-5%	1.7%
Cc1nn(C)c(C)c1NS(=O)(=O)c1ccc(Cl)s1	·	6%	-4%	-5%	i
COc1ccc(CNC(=O)C(=O)NCC2OCCCN2S(=O)(=O)c2cccs2)cc1 (configuration not stated)	-6%	5%	-4%	6%	5.7%
CCN1C(=O)c2cccc3c(S(=O)(=O)Nc4ccc(OC)cc4OC)ccc1c23	1%	5%	-6%	-3%	0.7%
Cc1cc(NC(=O)CSc2nc3ccsc3c(=O)n2Cc2ccccn2)n[nH]1	-1%	31%	2%	-10%	5.6%
O=C(NCCCN1CCCC1=O)Nc1ccccc1Cl	-5%	0%	24%	-6%	i
COc1ccc(NC(=O)Cn2c(=O)n(-c3ccccc3)c(=O)c3oc4ccccc4c32)c(OC)c1	2%	-14%	-3%	0%	0.9%
Cc1nc2cc(C(=O)N3CCN(C)CC3)ccc2n1C	-3%	-5%	-2%	-1%	i
Cc1ccnc(SCc2cc(=O)c(OC(=O)c3ccc(Br)o3)co2)n1	13%	10%	13%	4%	i
CC(=O)c1ccc(NC(=O)CCCN2C(=O)COc3ccc(C)cc32)cc1	10%	30%	5%	2%	2.2%
COC(=O)CN(c1ccccc1)S(=O)(=O)c1cc(Br)ccc1OC	3%	-1%	-10%	5%	0.1%
CCOC(=O)c1ccc2c(c1)n(CC)c(C)[n+]2CC	-29%	10%	-3%	-2%	i
CSC(=CC(=O)c1ccc(F)cc1)SC	23%	60%	-18%	-12%	0.1%
COc1cc(C)c(C2NC(=O)c3ccccc3N2)cc1C (configuration not stated)	·	·	-19%	·	i
O=C(CN1C(=O)NC2(CCc3ccccc32)C1=O)Nc1c(Cl)cccc1Cl (configuration not stated)	·	8%	-4%	-2%	3.2%
CCc1ccc(S(=O)(=O)NCCc2cn3ccsc3n2)s1	8%	14%	26%	-1%	1.0%
O=C(Cn1nc(C(F)(F)F)c2c1CCC2)NCc1ccc(F)cc1	-3%	8%	-12%	10%	1.1%

Among those listed so far, these contain nitrogen in an aromatic ring.
SMILES	PhoP GFP inhibition	tuberculosis growth	influenza NS1A	H37Rv inhibition	VEEV TC-83 Vero	others
Cc1nn(C)c(C)c1NS(=O)(=O)c1ccc(Cl)s1	·	6%	-4%	-5%	i
Cc1cc(NC(=O)CSc2nc3ccsc3c(=O)n2Cc2ccccn2)n[nH]1	-1%	31%	2%	-10%	5.6%
COc1ccc(NC(=O)Cn2c(=O)n(-c3ccccc3)c(=O)c3oc4ccccc4c32)c(OC)c1	2%	-14%	-3%	0%	0.9%
Cc1nc2cc(C(=O)N3CCN(C)CC3)ccc2n1C	-3%	-5%	-2%	-1%	i
Cc1ccnc(SCc2cc(=O)c(OC(=O)c3ccc(Br)o3)co2)n1	13%	10%	13%	4%	i
CCOC(=O)c1ccc2c(c1)n(CC)c(C)[n+]2CC	-29%	10%	-3%	-2%	i
CCc1ccc(S(=O)(=O)NCCc2cn3ccsc3n2)s1	8%	14%	26%	-1%	1.0%
O=C(Cn1nc(C(F)(F)F)c2c1CCC2)NCc1ccc(F)cc1	-3%	8%	-12%	10%	1.1%

(cont.)
SMILES	PhoP GFP inhibition	tuberculosis growth	influenza NS1A	H37Rv inhibition	VEEV TC-83 Vero	others
CC1CCCC(NC(=O)CSc2n[nH]c(N)n2)C1C (configuration not stated)	·	11%	-17%	-2%	0.9%
O=C(NCc1nnc(SCC(=O)N2CCN(c3ccccc3)CC2)o1)c1ccc(F)cc1	-5%	7%	-8%	0%	0.6%
Cc1ccc(Nc2nc(N)nc(CN3CCC(C)CC3)n2)c(C)c1	2%	69%	-13%	8%	0.7%
O=C(C1CCN(S(=O)(=O)N2CCC3(CC2)OCCO3)CC1)N1CCCCC1	-9%	0%	-1%	7%	i	VEEV TC-83 Vero 10K pilot screen=0.7
CC(OC(=O)Cc1c[nH]c2ccccc12)C(=O)NC1CCCCC1C (configuration not stated)	·	-2%	-3%	-8%	3.4%
N#CCNC1CC(=O)N(c2ccc(F)cc2)C1=O (configuration not stated)	-3%	4%	-2%	6%	i
COc1ccc(-c2noc(CCC(=O)NCCN(C)Cc3ccccc3)n2)cc1	-2%	14%	-2%	0%	0.3%
COc1cccc(C(=O)CN2CCN(S(=O)(=O)c3ccc(Br)cc3)CC2)c1	-7%	9%	-2%	-5%	3.1%
O=C(NC1CCCC1)C1CCN(S(=O)(=O)c2cccc3cccnc23)CC1	-14%	3%	-3%	0%	0.7%
COc1cc2[nH]c(=S)n(C3CC3)c(=O)c2cc1OC	0%	-18%	0%	-3%	2.1%

Fetched by structure from the entries so far, three records:
SMILES	PhoP GFP inhibition	tuberculosis growth	influenza NS1A	H37Rv inhibition	VEEV TC-83 Vero	others
COc1cc2[nH]c(=S)n(C3CC3)c(=O)c2cc1OC	0%	-18%	0%	-3%	2.1%
O=C(C1CCN(S(=O)(=O)N2CCC3(CC2)OCCO3)CC1)N1CCCCC1	-9%	0%	-1%	7%	i	VEEV TC-83 Vero 10K pilot screen=0.7
N#CCNC1CC(=O)N(c2ccc(F)cc2)C1=O (configuration not stated)	-3%	4%	-2%	6%	i

The list continues:
SMILES	PhoP GFP inhibition	tuberculosis growth	influenza NS1A	H37Rv inhibition	VEEV TC-83 Vero	others
CC1=NN(c2nc(C)cc(C)n2)C(=O)C1CCC(C)C (configuration not stated)	2%	-2%	-19%	-1%	3.5%
CN(CCOc1ccccc1)CC(=O)Nc1cccc(Br)c1	2%	25%	-2%	-4%	0.2%
O=C(NCc1ccc2c(c1)OCO2)c1cccnc1	3%	8%	-3%	-3%	0.5%
Cc1cs/c(=N\N=C2CCCCC2)n1Cc1ccco1	2%	-1%	-6%	-1%	1.2%
CCN(CC)CCC(c1ccc2c(c1)OCO2)c1c(OC)cc(OC)c2ccc(=O)oc12 (configuration not stated)	-15%	19%	3%	1%	2.2%
COc1ccccc1NC(=O)N(Cc1cccs1)Cc1cc2cc3c(cc2[nH]c1=O)OCO3	-8%	-9%	-4%	-1%	9.3%
CCCCNC(=O)NNC(=O)c1ccco1	-6%	-3%	-5%	4%	0.1%
O=C(c1ccc(F)cc1)N(Cc1ccccc1)C1CCS(=O)(=O)C1 (configuration not stated)	1%	-4%	-22%	-8%	0.7%
CCCOC(=O)c1[nH]c2c(c1C)C(=O)CC(c1ccc(OC)c(OC)c1)C2 (configuration not stated)	3%	-8%	6%	6%	0.2%
Cc1cc(C)c(C#N)c(SCC(=O)Nc2cc(C)on2)n1	·	-8%	-3%	-4%	0.6%
CCCOc1ccc(C(C)=O)cc1CC(C(=O)OCC)C(=O)OCC	0%	76%	1%	?	0.7%
Cc1ccc2c(c1)C(c1ccc(F)cc1)N(C(=O)c1ccccc1Br)CC(=O)N2 (configuration not stated)	4%	17%	18%	8%	2.3%
CCOC(=O)N1CCN(C(=O)CNC(=O)c2nn(-c3ccc(OC)cc3)c(=O)c3ccccc23)CC1	-2%	-4%	5%	4%	6.3%
O=C(Nc1nccs1)C1CC(=O)N(CCc2ccc(F)cc2)C1 (configuration not stated)	13%	0%	0%	-3%	5.1%
COc1ccccc1C(=O)NC1CC(C)(C)NC(C)(C)C1	-5%	0%	-2%	-1%	0.4%
CC1Sc2ccc(S(=O)(=O)CCC(=O)Nc3ccccn3)cc2NC1=O (configuration not stated)	-25%	-6%	6%	5%	0.9%
Cc1cc(C)cc(Oc2ccc(N)cc2)c1	5%	4%	6%	4%	i
Cc1ccc(C)c(SCC(=O)c2ccc[nH]2)c1	2%	51%	-5%	3%	1.2%
CC(C)Cc1nnc(NC(=O)Cc2cccs2)s1	0%	-17%	0%	-7%	0.8%
Cc1ccc(C(O)P(=O)(OC(C)C)c2ccc(N(C)C)cc2)cc1 (configuration not stated)	-9%	-8%	·	3%	i
C#CCOCCOCCOCCNc1nc(N2CCN(C(=O)CCCCCCCCCCNC(=O)Cn3cc(CCCCCN)nn3)CC2)nc(N2CCN(C(=O)CCCCCCCCCCNC(=O)Cn3cc(CCCCCN)nn3)CC2)n1	14%	0%	-1%	16%	0.6%
Cn1nc(C(F)(F)F)cc1C(=O)O	0%	2%	1%	5%	0.3%
CCCCn1nc2cc(C(=O)NCc3cc(C(F)(F)F)cc(C(F)(F)F)c3)ccc2c1OCC	-13%	2%	-1%	-4%	i
CN(C)c1ccc(N/C=C/C(=O)c2ccccc2)cc1	1%	40%	21%	-3%	2.0%
O=C1CN(c2nc(-c3cccnc3)nc3scc(-c4ccccc4)c23)CCN1	16%	55%	5%	15%	14%
COc1cccc(N2CCN(C(=S)Nc3ccc(C)cc3C)CC2)c1	5%	0%	4%	0%	0.5%
O=C(O)Cn1c(SCc2ccccc2)nc2ccccc21	-3%	-3%	6%	2%	0.6%
O=C(NCc1cccnc1)c1cc(-c2cccs2)on1	-12%	5%	21%	-10%	i
CN(C)c1ccc(NC(=O)C[n+]2ccccc2)cc1	4%	-7%	1%	2%	1.7%
Cc1c(NC(=O)CN2C(=O)c3cccc4cccc2c34)c(=O)n(-c2ccccc2)n1C	2%	1%	3%	-1%	i
CC1CN(C(=O)CCNC(=O)c2ccccc2Cl)CC(C)O1 (configuration not stated)	-4%	-1%	5%	7%	i
O=C(O)CCC(=O)N1N=C(c2cccs2)CC1c1cccc([N+](=O)[O-])c1 (configuration not stated)	1%	14%	-3%	-5%	i
CC1(C)CC(=O)C(C(=O)c2ccccc2)C(=O)C1	2%	-8%	-5%	-4%	0.1%
O=C(CCl)Nc1cccc(CP(=O)(c2ccccc2)c2ccccc2)c1	3%	65%	-5%	?	?

As a working copy, 2 of the compounds above.
SMILES	PhoP GFP inhibition	tuberculosis growth	influenza NS1A	H37Rv inhibition	VEEV TC-83 Vero	others
CC1(C)CC(=O)C(C(=O)c2ccccc2)C(=O)C1	2%	-8%	-5%	-4%	0.1%
O=C(CCl)Nc1cccc(CP(=O)(c2ccccc2)c2ccccc2)c1	3%	65%	-5%	?	?

Screening data as filed in PubChem BioAssay.
